GPR151 activ: activates the human receptor GPR151; PathHunter beta-arrestin GPR151 cells, luminescence; activation, % at 11.2 µM; 650,000 compounds, 1% hits; in the data active = activation above about 4.9%;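 note: 0% = median of compound wells and 100% = cells with positive control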
Target sequence (Q8TDV0 whole entry, looked up): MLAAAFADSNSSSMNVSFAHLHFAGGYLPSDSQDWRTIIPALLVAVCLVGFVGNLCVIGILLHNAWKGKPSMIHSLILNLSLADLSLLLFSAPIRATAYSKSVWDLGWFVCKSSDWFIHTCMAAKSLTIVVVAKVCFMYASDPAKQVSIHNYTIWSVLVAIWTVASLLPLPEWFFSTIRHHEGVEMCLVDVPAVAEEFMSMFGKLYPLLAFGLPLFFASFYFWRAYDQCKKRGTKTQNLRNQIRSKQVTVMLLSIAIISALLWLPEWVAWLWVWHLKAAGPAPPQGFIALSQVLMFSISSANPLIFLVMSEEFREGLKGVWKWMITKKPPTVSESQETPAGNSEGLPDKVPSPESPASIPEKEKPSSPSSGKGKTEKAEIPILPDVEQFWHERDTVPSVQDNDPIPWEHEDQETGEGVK
MITF primary: human MITF inhibition, primary screen | inhibition, % at 2.6 µM | AlphaScreen MITF homodimerization, bead proximity signal | 650,000 compounds, 0.91% hits | O75030; in the data active = inhibition above about 50%;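 note: 0% = vehicle wells with protein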
Target sequence (O75030 whole entry, looked up): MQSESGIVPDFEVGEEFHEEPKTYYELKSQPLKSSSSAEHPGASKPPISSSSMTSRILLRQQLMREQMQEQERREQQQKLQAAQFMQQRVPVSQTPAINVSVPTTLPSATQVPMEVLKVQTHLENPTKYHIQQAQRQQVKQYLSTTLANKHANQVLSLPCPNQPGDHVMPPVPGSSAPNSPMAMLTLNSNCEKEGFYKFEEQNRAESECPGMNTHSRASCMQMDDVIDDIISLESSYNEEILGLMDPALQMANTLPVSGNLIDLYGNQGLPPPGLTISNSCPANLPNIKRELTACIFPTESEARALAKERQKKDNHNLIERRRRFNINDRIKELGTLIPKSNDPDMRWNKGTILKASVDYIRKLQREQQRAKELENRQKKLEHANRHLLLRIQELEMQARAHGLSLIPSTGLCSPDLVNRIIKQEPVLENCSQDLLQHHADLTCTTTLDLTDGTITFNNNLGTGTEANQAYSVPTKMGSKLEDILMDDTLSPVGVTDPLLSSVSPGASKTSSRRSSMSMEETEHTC
TEAD-YAP inh: TEAD-YAP interaction inhibition; HEK-TIYL cells, TEAD-Gal4/YAP UAS-luciferase luminescence; 640,000 compounds, 1.4% hits; inhibition, % at 9.12 µM; AID 1259422; in the data active = inhibition above about 32%;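 note: 0% = median of test compound wells and 100% = reference inhibitor wells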
FBW7 activator: activators of human E3 ligase FBW7; Q969H0; AlphaScreen FBW7–phospho-cyclin E peptide binding, activator screen; normalized activity (activation), % at 26.1 µM; 650,000 compounds, 0.13% hits; AID 1259310; in the data active = normalized activity above about 1.9%;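 note: purified mutant Fbw7 with reduced substrate affinity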
Numbers without * were called inactive; · = no result given. Not a hit list; any-hit rate near 3.5%.

SMILES	GPR151 activ	MITF primary	TEAD-YAP inh	FBW7 activator
N#CC1=CN(Cc2ccccc2)C=C(/C=N/Nc2ccc([N+](=O)[O-])cc2[N+](=O)[O-])C1	-0.2	1	3	-0.3
c1ccc2c(c1)OCC(c1nnc3sc(-c4ccc5c(c4)OCO5)nn13)O2 (centres undefined)	0.2	22	2	0.8
CCOc1ccc(NC(=O)c2ccc(Br)o2)c([N+](=O)[O-])c1	0.8	-1	-8	-0.1
Cc1ncc([N+](=O)[O-])n1CC(=O)N/N=C/c1ccc(F)cc1	-0.5	12	4	0.4
c1ccc2c(c1)CCc1ccccc1N2	0.6	-8	-17	-0.1
CCOC(=O)c1sc(C)c2c(=O)n(Cc3ccccc3)c(C)nc12	0.7	-9	2	0.1
CN1CCN(S(=O)(=O)c2cc([N+](=O)[O-])ccc2N/N=C/c2ccc3c(c2)OCO3)CC1	0.8	2	-1	0.1
Cc1cccc(NS(=O)(=O)c2c[nH]c3ccc([N+](=O)[O-])cc23)c1	0.7	-1	6	-0.4
Cc1ccc2c(c1)CC(C(=O)Nc1ccc(-c3cn[nH]c3)cc1C(=O)N(C)C)CO2 (centres undefined)	-0.4	19	8	1.2
CCN(CC(=O)NC1CCCCC1)S(=O)(=O)c1ccc(Br)cc1	-1.8	-9	3	-0.2
COCCCNCCOCCOc1ccc(OC)cc1	0.7	46	2	0.6
CN1CCc2nc(SCc3ccc(Cl)c(Cl)c3)c(C#N)c(-c3cccs3)c2C1	0.1	2	4	-0.1
C/C(=N\NC(=O)c1ccccc1)c1ccc(N)cc1	0.0	10	-64	-0.1
Cc1ccc(S(=O)(=O)N2CCSC2)cc1C	3.6	19	-4	0.1
COc1ccccc1-n1c(CNC(=O)c2cccc([N+](=O)[O-])c2C)n[nH]c1=S	0.1	4	0	0.0
CCOc1ccc(C2=NC(c3ccc(C(F)(F)F)cc3)NC(c3cc(Cl)ccc3O)C2)cc1 (centres undefined)	0.4	-12	-8	0.2
CCOC(=O)c1cccc(/C=C/c2ccc([N+](=O)[O-])cc2)n1	0.2	12	-96	-0.2
CC1CCCN(Cc2c(O)ccc3cc(-c4nc5ccccc5s4)c(=O)oc23)C1 (centres undefined)	-2.2	5	4	1.3
COc1ccccc1Nc1ncnc2c1c(-c1ccccc1)cn2-c1ccc(C)cc1	0.3	19	5	0.6
Cc1cc(C)c(NC(=O)C2CCCN2)c(C)c1 (centres undefined)	3.8	2	-2	-0.1
O=c1[nH]c(NCCCO)nc2sc3c(c12)CCCC3	-0.4	-20	-5	0.0
COC(=O)c1ccc(C2C3=C(CC(c4ccco4)CC3=O)Nc3ccccc3N2C(=O)CCC(=O)O)cc1 (centres undefined)	0.6	2	-5	0.2
C/C(CC(=O)Nc1ccc(OCc2ccccc2)cc1)=N\NC(=O)c1ccc([N+](=O)[O-])cc1	-0.9	23	-42	1.6
COC(=O)C1C(=O)NC(SCC(=O)Nc2cc(Cl)ccc2OC)=C(C#N)C1c1ccc(Cl)cc1 (centres undefined)	-0.1	-6	7	-0.1
COCc1ccc(C(=O)N2CCCC(CCC(=O)NCc3ccc(F)c(F)c3)C2)s1 (centres undefined)	-0.6	-11	-28	-0.1
CC(C)(C)C(=O)NC(=S)Nc1ccccc1F	-0.4	-15	-35	-0.1
CCN(CC)CCN(C)C1Cc2ccccc2C1	0.2	-4	-1	-0.1
CC(C)(C)c1ccc(C(=O)NNC(=O)c2cccc(I)c2)cc1	1.3	4	6	0.0
COc1cc(CNC(=O)c2c(C)nc3cc(C)ccn23)cc(OC)c1OC	1.5	6	4	-0.1
CC(C)C[C@H]1NC(=O)[C@@H]2C[C@H](NC(=O)Nc3ccc(F)cc3)CN2C1=O	0.3	16	11	0.3
C/C(=N\NC(=O)C(C)n1nnc2ccccc21)c1ccc(F)cc1 (centres undefined)	2.8	4	-2	0.1
c1nc(N2CCCCC2)c2sc3nc(N4CCOCC4)c4c(c3c2n1)CCCC4	6.2*	5	-7	0.2
Cc1ccccc1NC(=O)C1(N(C(=O)Cn2nnnc2N)c2cccc(Cl)c2)CCCCC1	-1.4	10	19	0.1
CCOc1ccccc1NC(=O)N1CCCC(c2nc(-c3ccc(OC)cc3)no2)C1 (centres undefined)	-3.0	2	-54	-0.1
O=C(CCCCCn1c(=S)[nH]c2cc3c(cc2c1=O)OCO3)NCCc1c[nH]c2ccccc12	2.2	5	15	0.8
O=C(OCc1ccco1)C1c2ccccc2Oc2ccccc21	-1.1	0	12	-0.2
CN(C)c1ccc(C2Nc3ccccc3NC3=C2C(=O)CC(c2ccc(Cl)cc2)C3)cc1 (centres undefined)	3.4	8	-46	0.1
CCC(=O)Nc1ccc(S(=O)(=O)NCC(c2cccn2C)N2CCCC2)c(C)c1 (centres undefined)	0.1	1	13	-0.1
Cc1ccc(CC(=O)Nc2ccc(S(=O)(=O)Nc3nccs3)cc2)cc1	-0.3	10	2	0.1
COc1ccc(S(=O)(=O)NNC(=O)Nc2ccc(Cl)cc2)cc1	8.3*	-5	-4	-0.1
Cc1cc(C)c(S(=O)(=O)NCC2CN(c3ccc(F)cc3)C(=O)O2)c(C)c1 (centres undefined)	0.3	10	12	0.2
COc1ccc(-c2[nH]nc3c2C(c2ccc(N(C)C)cc2)C(C#N)=C(N)O3)cc1 (centres undefined)	-1.0	3	-23	-0.1
COc1ccc(CNc2ncc(-c3ccc4ccccc4c3)n3ccnc23)cc1	2.2	-1	-9	0.5
COc1cc(C2CC(=O)c3cnc(N)nc3C2)cc(OC)c1OC (centres undefined)	0.0	-3	-7	0.1
CCC(=O)Nc1ccccc1OC(F)(F)F	-0.6	-8	-7	0.2
CC(C(=O)Nc1ccccc1C(=O)NCc1ccco1)N(c1ccccc1)S(C)(=O)=O (centres undefined)	-1.5	4	13	-0.3
CSc1nc2c(c(=O)n1C)C1(CCCCC1)Cc1ccccc1-2	-0.4	-2	4	0.2
Cc1cc(C)cc(OCC(=O)Nc2ccccc2Cl)c1	-2.1	14	6	0.3
CC1=NN(c2ccccc2)C(=O)/C1=C\c1ccc(-c2ccc(Cl)c(C(=O)O)c2)o1	-0.1	20	0	0.1
CC(Nc1cc(N2CCN(C(=O)c3ccc(F)cc3)CC2)ccc1[N+](=O)[O-])C12CC3CC(CC(C3)C1)C2 (centres undefined)	0.9	11	4	0.0
(cont.)
SMILES	GPR151 activ	MITF primary	TEAD-YAP inh	FBW7 activator
CCCNC(=O)N1C2=NC(C(=O)OC)=C(C(=O)OC)[C@@H]3N(C)c4ccc(OC)cc4[C@]23C[C@H]1C(=O)OC	1.8	4	·	-0.1
C=CCc1ccc(OCC(=O)NCCc2ccccn2)c(OC)c1	2.1	6	-9	0.3
CC(C)(C)NC(=O)Cn1nnc(-c2ccc3c(c2)OCO3)n1	0.1	-16	-1	-0.2
Cc1ccc2c(c1)/C(=c1/sc3n(c1=O)CN(c1ccc4c(c1)OCO4)CN=3)C(=O)N2	0.2	2	-13	-0.1
CCOC(=O)c1c(NC(=O)c2cc(=O)c3ccccc3o2)sc2c1CCC2	-1.3	-10	-6	0.5
CCC(C(=O)N1CCN(c2ccccc2)CC1)n1nc(C)n2c(cc3sccc32)c1=O (centres undefined)	-0.2	3	7	-0.1
CCOC(=O)C(=Cc1ccc(-c2ccc([N+](=O)[O-])cc2)o1)C(=O)OCC	-1.7	-5	0	-0.2
CCC(C)N1CC(C(=O)NC2CCCCC2)CC1=O (centres undefined)	-1.0	9	-6	0.5
Cc1ccc(CC(=O)Nc2cccc(C)n2)cc1	-1.4	6	-52	0.7
CCOC(=O)c1ccc(NC(=O)CCc2nc3cccnc3n2Cc2cccs2)cc1	-0.8	4	-1	-0.2
COc1ccc(C(=O)n2cnc3cc(C)c(C)cc32)cc1[N+](=O)[O-]	0.1	18	-7	0.1
O=C(NC(Cc1ccccc1)C(F)(F)F)c1cc([N+](=O)[O-])cc([N+](=O)[O-])c1 (centres undefined)	1.0	-1	-3	-0.1
CCOc1ccccc1NC(=O)C(=O)N/N=C/c1ccc(I)cc1	0.6	-8	-2	0.1
CCOC(=O)Cc1nnc2c(Nc3ccccc3OC)nc3nonc3n12	0.3	9	5	-0.1
CC(=O)Oc1ccccc1C(=O)N1CCN(c2ccc(F)cc2)CC1	-0.6	0	9	-0.1
Cc1ccc(-n2nnc(-c3nc(-c4ccncc4)no3)c2N)c(C)c1	-0.9	12	-4	0.5
C/C(=N\N)c1ccc2c(c1)-c1ccccc1C2	-0.3	11	-4	0.4
Cc1cc(C)n(-c2nnc(C)n2/N=C/c2cc(Cl)cc(Br)c2O)n1	0.6	-1	-6	-0.1
CCC(NC(=O)Nc1ccccc1)C(=O)O (centres undefined)	2.7	3	-5	0.0
COc1cccc(C(=O)N2CCN(C34CC5CC(CC(C5)C3)C4)CC2)c1	0.6	1	1	0.1
Cc1ccc2c(c1)-c1c(cnn1CC(=O)N(C)Cc1ccccc1)CO2	1.8	6	15	0.7
O=C(Nc1ccc2[nH]ncc2c1)[C@H](O)COc1ccc(C(F)(F)F)cc1	0.9	-13	-3	0.7
CCOC(=O)c1c(C)oc2c1c1c(c3ccccc32)OCN(Cc2ccccn2)C1	0.1	4	-78	-0.2
Cc1nn(CC(=O)Nc2ccc(Br)cn2)c(=O)c2cccn12	1.7	11	6	0.0
CCOc1ccc2nc(N3CCCC3C(=O)NCc3cccs3)nc(C)c2c1 (centres undefined)	1.0	5	4	0.5
CCCS(=O)(=O)N1CCN(c2ncnc3c2nnn3-c2cccc(OC)c2)CC1	1.3	1	1	0.0
O=C(CCC1CCCC1)N1CCc2ccccc21	-3.1	19	-25	0.1
CCOc1ccc(NC(=O)CSc2nc3ccsc3c(=O)n2CCCC(=O)O)cc1	0.8	0	3	0.1
O=C(CC1C(=O)NCCN1C1Cc2ccccc2C1)NCCn1cccn1 (centres undefined)	0.5	7	-11	0.0
O=C(CN(C(=O)c1csnn1)c1cccc(Cl)c1)NCc1ccccc1	0.5	-4	3	-0.1
CCOC(=O)c1nccn1CC(=O)Nc1cccc(Cl)c1C	0.6	13	7	-0.1
Cc1ccc2onc(CNC(=O)N3CCN(c4ccccc4)CC3)c2c1	-0.2	-1	17	-0.1
CC(C)CCN1C(=O)c2ccc(C(=O)OCC(=O)NC(=O)C3CCCCC3)cc2C1=O	0.7	-7	-7	-0.1
CN(c1ccccc1)S(=O)(=O)c1ccccc1	-0.4	-2	-7	-0.1
CC(C)CNC(=O)C1=CC(c2cccs2)=NS(=O)(=O)N1C	1.8	11	-2	0.0
O=C(COC(=O)CCCN1C(=O)c2ccccc2C1=O)Nc1ncc(Cl)cc1Cl	-1.5	-7	3	0.1
COc1cc(-c2nnc(SCC(=O)c3ccc(Cl)s3)o2)cc(OC)c1OC	0.0	4	6	0.1
Cc1ccc(-c2nc3ccccc3nc2NN)cc1	-0.1	8	-46	0.0
O=C(CN1C(=O)c2cccc([N+](=O)[O-])c2C1=O)Nc1ccc(F)cc1	0.7	7	5	0.0
C=CCOc1cccc(/C=C\c2nc(O)c([N+](=O)[O-])c(=O)[nH]2)c1	-0.9	27	-4	0.2

An excerpt of these results, in CSV form.
structure,GPR151 activ,MITF primary,TEAD-YAP inh,FBW7 activator
Cc1ccc(-c2nc3ccccc3nc2NN)cc1,-0.1,8,-46,0.0
COc1cc(-c2nnc(SCC(=O)c3ccc(Cl)s3)o2)cc(OC)c1OC,0.0,4,6,0.1
CN(c1ccccc1)S(=O)(=O)c1ccccc1,-0.4,-2,-7,-0.1
CC(C)CCN1C(=O)c2ccc(C(=O)OCC(=O)NC(=O)C3CCCCC3)cc2C1=O,0.7,-7,-7,-0.1
Cc1ccc2onc(CNC(=O)N3CCN(c4ccccc4)CC3)c2c1,-0.2,-1,17,-0.1
O=C(CN1C(=O)c2cccc([N+](=O)[O-])c2C1=O)Nc1ccc(F)cc1,0.7,7,5,0.0

Following part
SMILES	GPR151 activ	MITF primary	TEAD-YAP inh	FBW7 activator
c1cc2c(cc1CNc1ccc3ncc(-c4ccc(N5CCOCC5)cc4)n3n1)OCO2	-0.8	10	7	0.3
Cc1cc(NC(=O)C2=CC(c3ccc(F)cc3)=NS(=O)(=O)N2C)n(-c2ccccc2)n1	2.8	-1	-1	-0.2
COc1cccc(OCCN2CCOCC2)c1	-0.3	4	-6	0.0
COc1ccc(-c2nnc(Nc3ccc(OC)c(C(N)=O)c3)c3ccccc23)cc1	-1.7	1	10	0.2
COc1ccccc1N1C(=O)C2C3c4ccccc4C(C=O)(c4ccccc43)C2C1=O (centres undefined)	1.0	0	21	0.2
Cc1nc(N2CCC(C(=O)N(C)Cc3ccco3)CC2)nc2cc(S(C)(=O)=O)ccc12	0.3	-1	6	0.0
COc1ccc(CN2CCCN(Cc3ccc(OC)cc3)C2c2ccc([N+](=O)[O-])o2)cc1	0.4	20	-1	0.0
C=CCn1c(SCC(=O)Nc2ccccc2Cl)nnc1-c1cccnc1	1.5	-1	-6	0.1
O=C(NCCN1CCN(c2ccccc2)CC1)c1oc(=O)c2ccccc2c1-c1ccccc1	-0.6	2	10	0.1

A different layout for part of the listing above:
Cc1ccc(-c2nc3ccccc3nc2NN)cc1
  GPR151 activ = -0.1; MITF primary = 8; TEAD-YAP inh = -46; FBW7 activator = 0.0

O=C(CN1C(=O)c2cccc([N+](=O)[O-])c2C1=O)Nc1ccc(F)cc1
  GPR151 activ = 0.7; MITF primary = 7; TEAD-YAP inh = 5; FBW7 activator = 0.0

Screening data as filed in PubChem BioAssay.
